# Screens from PubChem BioAssay.
# Tau ThT inhib: tau fibrillization inhibition (ThT binding). Potency, µM (doses to about 57.4 µM), for the others: at the highest dose activity, negative = inhibition, actives largely listed as inhibitors. recombinant tau K18 P301L, heparin-induced fibrillization, ThT fluorescence. 2.1% of 270,000 active; further: nearly all actives have a fitted effect of over 55% in size
#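 Heparin-induced fibrillization of the P301L-mutant K18 repeat-domain fragment of human tau was followed by ThT binding in quantitative high-throughput format.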
# Tau fibril FP: blocks human tau fibril formation measured by polarization; K18 P301L tau heparin fibrillization, Alexa594 FP, 6 h; Potency, µM (series often up to 57.7 µM), without a hit: at the top dose activity, negative = inhibition, usual class: inhibitors; 0.39% of 280,000 active; AID 1468; further: nearly all actives have a fitted effect of over 55% in size
#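 Quantitative HTS format: compounds meet 15 uM recombinant K18 P301L tau and Alexa 594-tau tracer in 100 mM sodium acetate pH 7; 20 uM heparin triggers fibrillization at 37 C over 6 hr; FP gives the signal.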
# TR SRC2 fluor cs: alters Texas Red total fluorescence, flagging assay interference; AID 1479; TRb/SRC2 Texas Red total fluorescence interference; Potency, µM (doses to about 106 µM), for the others: top-dose fluorescence change, negative = quenching; 0.29% of 280,000 active; active means well fitted curve in either direction with a large enough effect; inconclusive means small, poorly fitted or top-dose-only effect
#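 Flags fluorescent or light-absorbing compounds by total fluorescence, S + 2P, at 555 nm excitation and 632 nm emission. Mixture: 20 nM Texas Red SRC2 peptide, 0.6 uM human TRb LBD, 1 uM T3, 5% DMSO; compound exposure 5 h at ambient temperature.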
# L3MBTL1 block: L3MBTL1 (human) inhibition; 0.66% of 230,000 active; AID 485360; Potency, µM (doses to about 57.1 µM), for inactives: at the highest dose activity, negative = inhibition, most hits filed as inhibitors; AlphaScreen L3MBTL1–H3K9me1 peptide binding; Q9Y468; further: nearly all actives have a fitted effect of over 60% in size
#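 AlphaScreen assay: L3MBTL1 (50 nM final) was preincubated 30 min at room temperature with biotinylated H3(1-15)K9me1 peptide (75 nM final), then 30 min with library compounds; streptavidin donor and nickel chelate acceptor beads (10 ug/mL final) added, 30 min dark.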
# Tau fluor cs: counter-screen for tau fibril formation inhibitors; tau K18 P301L (four-repeat tau fragment) Alexa594 fluorescence, heparin fibrillization; Potency, µM (highest dose often 57.7 µM), without a hit: at the top dose activity change, negative = decrease; 0.93% of 280,000 active; further: nearly all actives have a fitted effect of over 55% in size
#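 Human K18 P301L tau (15 uM unlabeled plus 0.24 uM Alexa 594-labeled, final) in 100 mM sodium acetate pH 7 was mixed with compound and 20 uM heparin and incubated 6 hr at 37 C.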
# ALDH1A1 block: inhibitors of human aldehyde dehydrogenase 1A1; P00352; Purified ALDH1A1, NADH fluorescence, propionaldehyde substrate; Potency, µM (top dose mostly 75.3 µM), for the others: at the highest dose activity, negative = inhibition, usual class: inhibitors; 7.3% of 220,000 active; active means well fitted inhibition curve with a large enough effect, not every such curve was filed as active; inconclusive means small, poorly fitted or top-dose-only effect, or another doubt; inactive means no such curve, though single readings can be large or run the other way;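 further: plate controls were no enzyme wells and a reference inhibitor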
# Target sequence (P00352 whole entry, looked up): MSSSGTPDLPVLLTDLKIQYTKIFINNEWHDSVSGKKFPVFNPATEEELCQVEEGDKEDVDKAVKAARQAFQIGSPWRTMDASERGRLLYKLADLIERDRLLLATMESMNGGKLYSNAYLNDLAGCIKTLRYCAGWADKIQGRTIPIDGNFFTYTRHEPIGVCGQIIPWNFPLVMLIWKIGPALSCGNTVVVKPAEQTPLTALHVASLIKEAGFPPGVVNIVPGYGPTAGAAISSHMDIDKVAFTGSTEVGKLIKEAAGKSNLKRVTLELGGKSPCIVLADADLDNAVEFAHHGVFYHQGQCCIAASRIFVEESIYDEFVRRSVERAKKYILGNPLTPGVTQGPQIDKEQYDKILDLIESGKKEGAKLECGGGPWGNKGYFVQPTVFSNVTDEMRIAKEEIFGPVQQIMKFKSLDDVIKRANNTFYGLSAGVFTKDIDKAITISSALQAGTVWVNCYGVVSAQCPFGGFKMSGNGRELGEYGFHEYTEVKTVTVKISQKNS
# TRb-SRC2 inh: disrupts binding of human TR beta to SRC2 | Potency, µM (doses to about 106 µM), inactives show at the highest dose activity change, negative = inhibition, actives largely listed as inhibitors | TRbeta-SRC2 peptide binding, fluorescence polarization; receptor liganded with 1 µM T3 | 0.065% of 280,000 active | AID 1469 | P10828;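 further: plate controls were bound peptide for no effect and peptide without receptor for full effect; nearly all actives have a fitted effect of over 50% in size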
# Target sequence (P10828 whole entry, looked up): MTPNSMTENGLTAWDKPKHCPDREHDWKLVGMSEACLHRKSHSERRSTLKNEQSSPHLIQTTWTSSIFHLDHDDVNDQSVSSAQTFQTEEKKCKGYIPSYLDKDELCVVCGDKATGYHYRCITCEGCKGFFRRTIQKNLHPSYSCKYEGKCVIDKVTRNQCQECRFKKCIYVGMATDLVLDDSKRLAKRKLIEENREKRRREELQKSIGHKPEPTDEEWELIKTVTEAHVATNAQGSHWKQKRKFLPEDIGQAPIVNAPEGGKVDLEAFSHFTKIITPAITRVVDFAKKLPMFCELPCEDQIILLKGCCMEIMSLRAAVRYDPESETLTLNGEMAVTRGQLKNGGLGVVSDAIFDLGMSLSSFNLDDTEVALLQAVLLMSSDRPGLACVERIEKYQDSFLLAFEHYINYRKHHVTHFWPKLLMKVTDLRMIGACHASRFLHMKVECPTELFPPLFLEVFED
#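 Decrease in fluorescence polarization of 20 nM Texas Red SRC2 coactivator peptide flagged inhibition of its binding to 0.6 uM TRb LBD; 1 uM T3 included, incubation 5 hr, ex 555/em 632 nm.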
# aGal spleen mod: inhibits or activates alpha-galactosidase in human spleen homogenate. P06280. human spleen homogenate, 4MU-alpha-Gal fluorescence, 40 min. Potency, µM (doses to about 80 µM), for inactives: at the highest dose activity change, negative = inhibition, usual class: inhibitors. 0.008% of 240,000 active. AID 2107;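 further: 0% = enzyme with vehicle and -100% = no enzyme basal signal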
#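 Fluorogenic readout (Ex 365/Em 440 nm) of 4-methylumbelliferone released from 1 mM 4-MU-alpha-galactoside by spleen homogenate, 40 min at 37C, pH 5.0. Data normalized to no-enzyme and enzyme controls; Hill-equation AC50 from compound titrations.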
# Active calls of the source: *; ? = inconclusive; · = no result given; [ ] = remark or other dose. Unless noted, the call rests on the fitted dose curve; in most records, active means well fitted curve in the direction sought with a large enough effect; inconclusive means small, poorly fitted or top-dose-only effect, or another doubt; inactive means no such curve, though single readings can be large; an effect the other way counts as inactive or inconclusive. Unless noted, on the % scale 0 is the no-effect control and ±100 the full control effect; potency means the concentration at half of the fitted maximal effect.
SMILES,Tau ThT inhib,Tau fibril FP,TR SRC2 fluor cs,L3MBTL1 block,Tau fluor cs,ALDH1A1 block,TRb-SRC2 inh,aGal spleen mod
COc1ccc(-c2ccnc3cc(C(=O)O)nn23)cc1,-9%,-2%,-2%,?,-5%,?,2%,20%
CCCC(C)C(=O)Nc1ccc(S(=O)(=O)Nc2nccs2)cc1 (stereo not given),-4%,-6%[2.34 µM],-1%,15%,13%[2.34 µM],?,-3%,-7%
CSCCCNC(=S)N1CCN(c2ccc(C(C)=O)cc2)CC1,?,-2%,-1%,·,-14%,-18%,11%,-1%
CC1=C(C#N)c2nc(N)c(C#N)c(C)c2/C1=C\c1ccc(C)cc1,18µM*,?,30%,-3%,?,?,-19%,-1%
Cc1ccc(C)c(N2CCN(CCCNC(=O)c3cnn(-c4cccc(Cl)c4)c3C3CCN(C(=O)OC(C)(C)C)CC3)CC2)c1,?,11%,-4%,·,-11%,·,1%,·
CC(C)=C(NC(=O)c1ccccc1)C(N)=O,2%,1%,1%,8%,6%,·,-2%,6%
Cc1[nH]c2ccccc2c1Cc1nnc(SCC(=O)NCc2ccco2)o1,-14%,?,3%,-10%,-6%,?,-17%,1%
CCN(CC)S(=O)(=O)c1cc(NC(=O)c2n[nH]c(=O)c3ccccc23)ccc1C,-4%,?,0%,-7%,?,15%,0%,-7%
S=C(Nc1ccc2nccnc2c1)N1CCOCC1,25µM*,?,0%,?,-28%,-11%,-1%,2%
Cc1ccccc1OCC(O)Cn1c(Br)nc2c1c(=O)[nH]c(=O)n2C (stereo not given),-6%,-4%,3%,-16%,-2%,-14%,-4%,-2%
CCCC(c1nnnn1C(C)(C)C)N1CCN(Cc2ccccc2)CC1 (stereo not given),-5%,6%,-1%[53 µM],-6%,-1%,-3%,-3%[53 µM],2%
O=C(O)C1C2C=CC(C3CC23)C1C(=O)N1CCc2ccccc21 (stereo not given),?,-13%,1%,-4%,-14%,-6%,2%,-13%
CCOC(=O)CSc1nc2sc3c(c2c(=O)n1Cc1ccccc1)CC(C(C)C)OC3 (stereo not given),0%,-3%,-4%,·,-8%,·,-1%,·
Cc1ccc(C)c(NC(=O)CSc2nc(-c3ccccc3Cl)nc3c2Cc2c(CO)cnc(C)c2O3)c1,10%,2%,0%,·,10%,·,-2%,·
O=C(C1CCCO1)N(c1cccc(Cl)c1)C1C=CS(=O)(=O)C1 (stereo not given),3%,?,1%,21%[11.4 µM],3%,6%,-5%,-6%
CCCN(CCC)C(C(=O)Nc1cccc(OC)c1)c1ccccc1 (stereo not given),-13%,6%,-1%,3%,-13%,?,9%,0%
Cc1cc(C)nc(NC(=O)c2ccc(OC(C)C)cc2)n1,-10%,-1%,1%,·,-9%,8%,-3%,-4%
COc1ccc(-n2c(Cc3cccn3C)nnc2SCC(=O)N2CCCC2)cc1,-12%,13%,-1%,-1%,-1%,-8%,7%,-2%
Oc1ccc(Br)cc1/C=N/Nc1nc(N2CCCCC2)nc(N2CCOCC2)n1,-1%,?,-1%,-1%,?,5%,-3%,-3%
CCN(CC)Cc1cc(C(C)=O)ccc1O,-10%,2%,-1%,·,-4%,-6%,2%,-4%

# One compound at a time (already shown). Screens in order: Tau ThT inhib | Tau fibril FP | TR SRC2 fluor cs | L3MBTL1 block | Tau fluor cs | ALDH1A1 block | TRb-SRC2 inh | aGal spleen mod
# Cc1[nH]c2ccccc2c1Cc1nnc(SCC(=O)NCc2ccco2)o1 is entered as -14% | ? | 3% | -10% | -6% | ? | -17% | 1%
# COc1ccc(-n2c(Cc3cccn3C)nnc2SCC(=O)N2CCCC2)cc1 is entered as -12% | 13% | -1% | -1% | -1% | -8% | 7% | -2%
# CCCN(CCC)C(C(=O)Nc1cccc(OC)c1)c1ccccc1 (stereo not given) is entered as -13% | 6% | -1% | 3% | -13% | ? | 9% | 0%
# CCCC(C)C(=O)Nc1ccc(S(=O)(=O)Nc2nccs2)cc1 (stereo not given) is entered as -4% | -6%[2.34 µM] | -1% | 15% | 13%[2.34 µM] | ? | -3% | -7%

# Further records follow:
SMILES,Tau ThT inhib,Tau fibril FP,TR SRC2 fluor cs,L3MBTL1 block,Tau fluor cs,ALDH1A1 block,TRb-SRC2 inh,aGal spleen mod
Cc1ccc(NC(=S)Nc2ccc3[nH]c(=O)[nH]c3c2)cc1C,?,14%,1%,-8%,-21%,?,-5%,0%
Cc1cccc(-n2c(=O)c3c(C)c(C)sc3n(CC(N)=O)c2=O)c1,-4%,-9%,1%,·,0%,2%,-10%,-3%
C/C(Cl)=C/Cn1c(SCc2ccc(Cl)cc2)nc2c1c(=O)[nH]c(=O)n2C,4%,4%,1%,3%,5%,?,-3%,-4%
Cc1ccc(-c2c3c(=O)n(C)c(=O)n(C)c3cn2-n2cnnc2)cc1,-3%,0%,-6%,2%,-3%,10%,8%,8%
CC(C)C(OC(=O)c1cccs1)C(=O)NCc1ccccc1 (stereo not given),3%,6%,0%,-3%,3%,6%,-4%,-6%
Cc1cccc(N2C(=O)C(Oc3ccc(Cl)cc3Cl)C2C(=O)O)c1C (stereo not given),8%,?,-5%,40%[activator],-1%,-7%,-10%,-1%
COc1ccccc1CNC(=O)c1ccc(N2CCCC2)c(NC(=O)NCc2ccccc2)c1,6%,15%,-1%,·,-7%,·,5%,·
Cc1cccnc1NC(=O)Cn1nc([N+](=O)[O-])cc1C,3%,1%,-4%,0%,5%,5%,-2%,1%
O=C(NCc1cccc(C(F)(F)F)c1)C1CCN(c2ncccn2)CC1,-4%,4%,-3%,5%,-5%,7%,2%,-4%
CCOc1cccc(-c2cc(-c3n[nH]c(=S)n3CC)c3ccccc3n2)c1,-11%,-7%,-2%,-3%,?,-12%,-14%,1%
O=C(NN1C(=O)c2ccccc2C1=O)c1ccc2c(c1)C(=O)N(CC1CCCO1)C2=O (stereo not given),·,-4%,-2%,·,-5%,·,1%,2%
COC(=O)C1(C(=O)OC)CC2=CCC3C(=O)N(c4ccccc4)C(=O)C3C2Cc2ccccc2[C@@H]1C[N+](=O)[O-] (stereo not given in full),-1%,-1%,-1%,·,-3%,-13%,9%,-8%
O=C(N1CCOCC1)N(Cc1cccs1)C1CCCC1,-9%,-1%,2%,2%,0%,-4%,6%,2%
O=C(CCn1ccc2cc(S(=O)(=O)N3CCCC3)ccc21)NCc1ccccc1Cl,4%,2%,-1%,·,-11%,·,-2%,·
O=C(CN1C(=O)/C(=C/c2cccc(Br)c2)SC1=S)NC1=NCCS1,-14%,?,-1%,-7%[11.4 µM],?,-1%,4%,0%
CCNC(=O)Nc1ccc(-n2nc(C)c(C(=O)OCC)c2C)nc1,?,-4%,-6%,9%,-19%,1%,-1%,1%
COc1ccc(-n2c(=S)[nH]c3ncccc3c2=O)cc1,-12%,-5%,-1%,5%,-7%,·,-6%,7%
CCC(=O)Nc1ccc(-c2nc3ncccc3o2)cc1C,1%,0%,-17%,·,3%,·,6%,·
CCOC(=O)C1CCN(C(=O)c2c(-c3ccccc3)noc2C)CC1,-3%,1%,-2%[53 µM],8%,-6%,2%,10%[53 µM],-2%
CC(Oc1ccccc1)C(=O)N1CCN=C1SCc1cccc(F)c1 (stereo not given),·,-7%,-2%,·,?,·,0%,1%

# Random excerpt: 7 compounds from above
SMILES,Tau ThT inhib,Tau fibril FP,TR SRC2 fluor cs,L3MBTL1 block,Tau fluor cs,ALDH1A1 block,TRb-SRC2 inh,aGal spleen mod
O=C(NCc1cccc(C(F)(F)F)c1)C1CCN(c2ncccn2)CC1,-4%,4%,-3%,5%,-5%,7%,2%,-4%
CCNC(=O)Nc1ccc(-n2nc(C)c(C(=O)OCC)c2C)nc1,?,-4%,-6%,9%,-19%,1%,-1%,1%
Cc1cccc(N2C(=O)C(Oc3ccc(Cl)cc3Cl)C2C(=O)O)c1C (stereo not given),8%,?,-5%,40%[activator],-1%,-7%,-10%,-1%
O=C(CCn1ccc2cc(S(=O)(=O)N3CCCC3)ccc21)NCc1ccccc1Cl,4%,2%,-1%,·,-11%,·,-2%,·
Cc1cccc(-n2c(=O)c3c(C)c(C)sc3n(CC(N)=O)c2=O)c1,-4%,-9%,1%,·,0%,2%,-10%,-3%
O=C(NN1C(=O)c2ccccc2C1=O)c1ccc2c(c1)C(=O)N(CC1CCCO1)C2=O (stereo not given),·,-4%,-2%,·,-5%,·,1%,2%
COc1ccccc1CNC(=O)c1ccc(N2CCCC2)c(NC(=O)NCc2ccccc2)c1,6%,15%,-1%,·,-7%,·,5%,·

# Remaining list, next part.
SMILES,Tau ThT inhib,Tau fibril FP,TR SRC2 fluor cs,L3MBTL1 block,Tau fluor cs,ALDH1A1 block,TRb-SRC2 inh,aGal spleen mod
CC(CN1CCCCC1)OC(=O)c1ccc(Cl)cc1Cl (stereo not given),8%,1%,-3%,2%,-1%,9%,-11%,5%
Cc1cc2cc(CCNC(=O)c3c(-c4ccccc4Cl)noc3C)c(=O)[nH]c2cc1C,-7%,4%,0%,-5%,-1%,8%,6%,-6%
Cc1cc2cc(CNC(=O)c3ccc(S(=O)(=O)N4CCCCC4)cc3)ccc2[nH]1,-2%,?,8%,-16%,-29%,?,-6%,-10%
COc1ccc(S(=O)(=O)NCCCN2CCOCC2)c2ccccc12,-18%,-10%,-1%,1%,-14%,-11%,-17%,0%
Cc1nc2ccc(CCO)cc2s1,2%,4%,-7%,14%,8%,1%,-5%,-13%
Cc1c2cnn(-c3ccccc3)c(=O)c2c(C)n1CC(=O)NCCc1ccc(Cl)cc1,7%,0%,-3%,·,-7%,·,-1%,·
CCCc1[nH]n(-c2nc3ccccc3s2)c(=O)c1C=NCC1CCCO1 (stereo not given),3%,-3%,-8%,24%,3%,25µM*,-5%,-3%
O=[N+]([O-])c1ccc2c(c1)/C(=N\O)c1ccccc1-2,?,7%,1%,4%,?,·,3%,11%
Cn1c(Nn2cnnc2)nc2ccccc21,1%,-3%,-1%,3%,4%,0%,0%,-7%
CCCOc1ccc(/C(O)=C2/C(=O)C(=O)N(CCN(C)C)C2c2ccco2)cc1 (stereo not given),-17%,4%,-2%,-9%[11.4 µM],-3%,?,3%,3%
